# STEP inh: STEP (human) phosphatase inhibition; P54829; recombinant STEP, OMFP fluorogenic substrate, fluorescence; inhibition, % at 20 µM; 360,000 tested, 0.25% active;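 active = inhibition at 20 µM, scaled per plate between control wells, above about 37%, limit read from the data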;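 note: 0% = DMSO with enzyme and substrate and 100% = substrate only without enzyme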
#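 medium = Bis-Tris buffer pH 6.0, 2.5 mM DTT, 0.005% Tween 20 | test system = STEP (striatal-enriched tyrosine phosphatase) enzyme, cell-free | measure = normalized % inhibition | compound dosing = 20 µM, 1% DMSO | also added = 25 µM OMFP | schedule = reaction 20 min, ambient temperature | measured by = fluorescence read at 480 nm ex / 540 nm em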
# NadD inh: NadD (S. aureus) enzyme inhibition; purified NadD enzyme, colorimetric absorbance read-out; inhibition, % at 20 µM; 360,000 tested, 0.78% active; AID 602399; in the data active = inhibition above about 26%; note: some compounds past the cut are filed as inactive
# Scp-1 inhibitor: inhibitors of human Scp-1 phosphatase. Recombinant Scp1, phosphopeptide, malachite green phosphate absorbance. inhibition, % at 20 µM. 340,000 tested, 0.88% active. AID 493091;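 active = inhibition above about 50% at 20 µM, limit read from the data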;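 note: plate controls were DMSO wells with enzyme for no effect and wells lacking enzyme for full effect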
# Target sequence (Q9GZU7 76-261 limits assumed): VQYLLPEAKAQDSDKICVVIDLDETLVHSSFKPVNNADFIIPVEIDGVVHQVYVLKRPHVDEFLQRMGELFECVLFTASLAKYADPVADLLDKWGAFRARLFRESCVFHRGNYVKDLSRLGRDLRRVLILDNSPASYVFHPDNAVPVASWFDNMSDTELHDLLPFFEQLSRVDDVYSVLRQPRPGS
#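 Test system: SCP-1 phosphatase catalytic domain, residues 76-261 | Compound dosing: One concentration, 20 µM, with 1.0% DMSO | Schedule: 45 min room-temperature reaction, 5 min colour, 30 min stabiliser | Detection: Absorbance at 630 nm | Read-out basis: % inhibition of SCP-1 phosphate liberation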
# DNMT1 inh: blocks human DNA methyltransferase DNMT1; P26358; 360,000 tested, 0.83% active; inhibition (reported as % activation of signal), % at 10 µM; DNMT1 molecular beacon, Hinp1I cleavage, fluorescence; in the data active = inhibition above about 50%
# CSN inh: inhibitors of human CSN-mediated cullin deneddylation; Q92905; Purified CSN, SCF-Nedd8-OG deneddylation, fluorescence polarization; inhibition, % at 12.5 µM; 360,000 tested, 0.38% active; AID 651999;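 active = pattern-corrected inhibition above about 35%, with an unprinted fluorescence ratio check between 0.5 and 1.5, limit read from the data, passing the limit was not always enough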;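 note: 0% = enzyme with substrate and 100% = substrate without enzyme; some results filed as inactive read as strong as hits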
#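 Material: purified human Csn5 enzyme expressed in HEK293T cells / Medium: Tris buffer pH 7.5, NaCl, DTT, Tween-20, trehalose, ovalbumin / Compound dosing: 12.5 µM single point / Schedule: 90 min incubation of compound, enzyme and substrate at room temperature / Signal: fluorescence polarization of the substrate / Control set: no-enzyme wells high, enzyme-with-substrate wells low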
# Tb MetRS inh: Trypanosoma brucei MetRS inhibition | inhibition, % at 11.9 µM | purified T. brucei MetRS, ATP depletion, Kinase-Glo luminescence | 360,000 tested, 0.4% active;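 active = inhibition above a per-plate cutoff of the control wells' mean inhibition plus 3 SD, cut at about 5.5% in these data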;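 note: 0% = DMSO wells median and 100% = median of wells with control inhibitor compound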
#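 Test system: purified T. brucei MetRS enzyme. Also added: ATP, methionine and E. coli bulk tRNA substrates. Compound: 11.9 µM single point. Schedule: 15 min enzyme-compound preincubation, 2 h reaction, 10 min detection, 25 °C. Signal: luciferase luminescence of residual ATP, Kinase-Glo. Evaluation: percent inhibition versus plate control medians. Controls: DMSO wells, low control.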
# SUMO1 PPI mod: alters human SUMO1 binding to SIM partners | P63165 | SUMO1 binding to a labelled peptide, TR-FRET, 1 h | inhibition, % at 20 µM | 360,000 tested, 0.33% active; in the data active = inhibition above about 37%
# Target sequence (P63165 whole entry, looked up): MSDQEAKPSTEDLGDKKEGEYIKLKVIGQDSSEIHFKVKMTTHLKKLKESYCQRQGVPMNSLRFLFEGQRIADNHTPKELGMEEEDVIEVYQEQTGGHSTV
# Rpn11 inh: inhibitors of human proteasome Rpn11; O00487; human 26S proteasome, Ub4-pepOG fluorescence polarization; 20S core pre-blocked with epoxomicin; calls only at 20 µM; 360,000 tested, 0.59% active; AID 588493;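 active = inhibition at 20 µM, scaled to each plate's controls, above about 33%, limit read from the data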
# PABP1 MLLE inh: blocks PAM2 peptide binding to the PABP1 MLLE domain; P11940; GST-MLLE / FITC-PAM2 fluorescence polarization; inhibition, % at 20 µM; 360,000 tested, 0.36% active; in the data active = inhibition above about 35%, passing the limit was not always enough;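 note: plate controls were DMSO wells with GST-MLLE for no effect and wells lacking GST-MLLE protein for full effect; some results filed as inactive read as strong as hits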
# Target sequence (P11940 whole entry, looked up, the tested form may be a part): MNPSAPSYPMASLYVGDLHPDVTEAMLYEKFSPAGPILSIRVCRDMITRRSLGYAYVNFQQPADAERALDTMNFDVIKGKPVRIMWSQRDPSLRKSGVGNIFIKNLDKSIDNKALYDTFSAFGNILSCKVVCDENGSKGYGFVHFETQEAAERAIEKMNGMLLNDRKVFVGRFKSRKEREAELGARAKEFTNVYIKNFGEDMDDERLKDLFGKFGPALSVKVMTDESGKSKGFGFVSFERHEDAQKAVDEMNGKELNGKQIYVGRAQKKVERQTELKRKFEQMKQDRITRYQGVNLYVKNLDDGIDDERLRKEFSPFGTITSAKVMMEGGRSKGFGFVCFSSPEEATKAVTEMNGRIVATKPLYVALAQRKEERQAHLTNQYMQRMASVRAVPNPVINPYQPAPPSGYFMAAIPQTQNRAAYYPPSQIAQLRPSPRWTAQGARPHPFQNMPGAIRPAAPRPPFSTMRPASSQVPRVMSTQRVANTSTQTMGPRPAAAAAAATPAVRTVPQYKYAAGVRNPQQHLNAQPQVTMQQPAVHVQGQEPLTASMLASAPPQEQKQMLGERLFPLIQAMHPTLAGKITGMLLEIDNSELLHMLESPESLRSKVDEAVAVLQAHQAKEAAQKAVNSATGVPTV
# LMPTP block: blocks human LMPTP phosphatase; inhibition, % at 20 µM; recombinant LMPTP-A, OMFP fluorogenic substrate, fluorescence intensity; 360,000 tested, 0.22% active; AID 651560; P24666;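 active = compounds that cut the enzyme signal by at least half of the control window in the single-dose screen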;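 note: plate controls were DMSO wells with enzyme plus substrate for no effect and substrate without enzyme for full effect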
#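 Assay system: LMPTP-A phosphatase enzyme | Input: 0.625 nM enzyme | Also added: Fluorogenic phosphatase substrate OMFP at 400 µM final | Compound dosing: One test concentration per compound, 20 µM, with 3% DMSO overall | Schedule: 50 min enzyme reaction at room temperature, protected from light | Signal: Fluorescence intensity | Benchmarks: no-enzyme and uninhibited controls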
# Starred values were filed as active, the others as inactive; i = inactive; x = not tested or not shown; + = active, no number.
entry	SMILES	STEP inh	NadD inh	Scp-1 inhibitor	DNMT1 inh	CSN inh
1	COc1ccc([C@@H]2CC=C(C(=O)O)[C@H](c3ccc(Cl)cc3)N2S(=O)(=O)c2ccc(C)cc2)cc1OC	-2	1	-3	2	-1
2	Cc1cccn2c(=O)nc(SCC(=O)NCc3ccc(F)cc3)nc12	1	-1	0	0	-1
3	CCN(CC)S(=O)(=O)c1ccc(N2CCOCC2)c(NC(=O)CNCCc2ccccc2)c1	0	-2	-8	-5	1
4	CC(=O)N1c2ccccc2C2(C)C(C1(C)C)C2(Cl)Cl (stereo not drawn)	3	-3	7	1	-2
5	CC(C)CC(=O)NS(=O)(=O)c1ccc(NS(C)(=O)=O)cc1	-3	-6	-21	0	-7
6	CCOC(=O)N1CCN(CC(=O)Nc2ccc(C)cc2)CC1	2	4	-2	1	-3
7	CCOc1ccc(N2CC(C(=O)NCc3ccccn3)CC2=O)cc1 (stereo not drawn)	0	-2	-5	0	3
8	Cc1cccc(NC(=O)N2CCCC(CNC(=O)c3ccccc3Cl)C2)c1C (stereo not drawn)	0	1	-1	0	5
9	CC(=O)c1ccc(N2CCN(C(=S)Nc3ccc(Cl)c(Cl)c3)CC2)cc1	2	-2	-6	-4	-1
10	COc1ccc(S(=O)(=O)N2CCC(C(=O)NCCC(=O)Nc3ccccc3OC)CC2)cc1	-1	2	x	3	-3

entry	Tb MetRS inh	SUMO1 PPI mod	Rpn11 inh	PABP1 MLLE inh	LMPTP block
1	-0.1	12	i	-9	-0.5
2	-0.1	2	i	-8	1.2
3	-0.4	3	i	-2	-0.1
4	-0.6	1	i	-1	-1.0
5	-0.5	-1	i	-2	0.1
6	-0.2	5	i	-7	-2.0
7	0.5	2	i	-2	-0.6
8	0.0	1	i	-2	0.1
9	0.3	-2	i	-75	2.0
10	-0.3	3	i	5	0.6

# Ordered by value in LMPTP block (high to low): 3 of the compounds above
entry | compound | LMPTP block
9 | CC(=O)c1ccc(N2CCN(C(=S)Nc3ccc(Cl)c(Cl)c3)CC2)cc1 | 2.0
5 | CC(C)CC(=O)NS(=O)(=O)c1ccc(NS(C)(=O)=O)cc1 | 0.1
4 | CC(=O)N1c2ccccc2C2(C)C(C1(C)C)C2(Cl)Cl (stereo not drawn) | -1.0

# Individual results from the results shown:
# compound 8 in STEP inh: 0
# compound 2 in NadD inh: -1
# compound 5 in Scp-1 inhibitor: -21

# The listing picks up, repeating the 2 entries before the break.
entry	SMILES	STEP inh	NadD inh	Scp-1 inhibitor	DNMT1 inh	CSN inh
9	CC(=O)c1ccc(N2CCN(C(=S)Nc3ccc(Cl)c(Cl)c3)CC2)cc1	2	-2	-6	-4	-1
10	COc1ccc(S(=O)(=O)N2CCC(C(=O)NCCC(=O)Nc3ccccc3OC)CC2)cc1	-1	2	x	3	-3
11	O=[N+]([O-])c1cccc(-c2csc(Nc3ccccc3)n2)c1	-4	2	2	1	-6
12	Cn1cnnc1SCc1ccc(C(=O)N/N=C/c2cccs2)cc1	-2	-10	-14	-3	4
13	COC(=O)c1ccc(C2C(Oc3ccccc3)C(=O)N2CCc2ccc(OC)c(OC)c2)cc1 (stereo not drawn)	3	-3	0	10	3
14	COc1ccc(C(=O)NCCNc2nc3cc(C)cc(C)c3cc2C#N)nc1	x	x	x	x	2
15	CC(C)C(C)(C#N)NC(=O)CSc1nnc(C(F)(F)F)n1C (stereo not drawn)	-1	2	-2	4	0
16	COCCNC(=O)C(c1ccc(C)cc1)N(CCOC)C(=O)CCC(=O)Nc1ccccn1 (stereo not drawn)	-2	0	-7	0	2
17	Cc1csc(NC(=O)CSc2nnc3ncccn23)n1	3	-1	-4	1	3
18	CCCc1ccc(-c2ccc(C(=O)O)cc2)nc1	-4	-4	7	2	-3
19	CC(C)OC(=O)CSc1nnc2c3ccccc3n(C)c2n1	4	1	-4	1	-3
20	Cc1ccc(C(=O)CCC(=O)N2CCN(C/C=C/c3ccccc3)CC2)cc1	3	8	x	-6	6

entry	Tb MetRS inh	SUMO1 PPI mod	Rpn11 inh	PABP1 MLLE inh	LMPTP block
9	0.3	-2	i	-75	2.0
10	-0.3	3	i	5	0.6
11	-0.6	-14	i	-9	2.5
12	-0.7	-13	i	-6	-1.7
13	-1.8	-1	i	-3	1.8
14	-0.1	-46	x	x	-0.6
15	-0.6	31	i	-13	0.3
16	0.2	2	i	4	1.0
17	-0.9	4	i	-4	-0.2
18	-0.5	-1	i	-3	-1.4
19	-0.7	-13	i	-3	-0.7
20	-0.1	2	i	-3	-0.7

# Next results.
entry	SMILES	STEP inh	NadD inh	Scp-1 inhibitor	DNMT1 inh	CSN inh
21	O=C(N/N=C/c1ccc(OC(=O)c2ccccc2Br)cc1)c1ccccn1	2	6	-5	4	4
22	COc1ccc(-n2c(SCC(=O)c3c(N)n(C)c(=O)n(C)c3=O)nc3ccccc32)cc1	0	3	-2	-4	-3
23	O=c1c2ccccc2[nH]c(=S)n1CCCN1CCN(c2ccccc2)CC1	1	-4	4	0	-2
24	CN(C)S(=O)(=O)c1cccc(C(=O)N2CCN(C(=O)C3CCCO3)CC2)c1 (stereo not drawn)	-2	6	-8	3	-3
25	CN1C(=O)c2ccc(NC(=O)CSc3ccccc3)cc2C1=O	-1	6	-7	2	-3
26	Cn1cc(Br)c(C(=O)NNC(=O)c2ccc(Cl)cc2)n1	-1	3	-5	2	2
27	C[C@@H]1COc2cc(N3CCC[C@H]3CO)ccc2S(=O)(=O)N1	x	1	x	x	1
28	O=C(CCSCCc1ccccn1)Nc1ccc(Cl)cn1	-2	-3	-3	1	2
29	O=C(OCCN=C1NS(=O)(=O)c2ccccc21)C1CC(=O)N(c2ccc3ccccc3c2)C1 (stereo not drawn)	-1	4	-8	-1	-1
30	Cc1onc(-c2ccccc2)c1C(=O)Nc1nc2c(s1)CCCC2	2	4	-8	-3	4

entry	Tb MetRS inh	SUMO1 PPI mod	Rpn11 inh	PABP1 MLLE inh	LMPTP block
21	-0.4	2	i	18	0.9
22	-1.3	-2	i	-107	0.0
23	-1.0	0	i	-109	2.2
24	-0.4	3	i	6	-1.4
25	0.8	-26	i	6	0.1
26	0.7	-1	i	-5	-1.7
27	-0.7	2	x	x	-0.9
28	-0.1	4	i	2	-1.3
29	-0.3	-3	i	1	-0.2
30	-0.6	0	i	2	0.3

# Further records:
entry	SMILES	STEP inh	NadD inh	Scp-1 inhibitor	DNMT1 inh	CSN inh
31	CN1C(=O)NC(c2ccc(O)cc2)C2=C1CN(c1ccc(O)cc1)C2=O (stereo not drawn)	-4	1	-3	-1	0
32	CN(CCO)c1cccc2c1S(=O)(=O)N[C@@H](Cc1ccccc1)CO2	x	1	x	x	-5
33	COc1ccc(CN2CSC(=S)N(Cc3ccc(OC)cc3)C2)cc1	0	-8	-23	0	-2
34	COc1ccc(C(=O)COC(=O)CCc2nc3ccccc3[nH]c2=O)cc1Br	-1	3	-9	-6	0
35	CCCN1C(=O)CSC1=Nc1ccccc1	-2	9	-1	1	-4
36	O=C(Nc1ccc(-c2nnc(-c3ccccc3)o2)cc1)C(F)(F)F	-2	-9	18	11	-1
37	O=C(NCCCNC(=O)c1cc(Cl)ccc1Cl)c1ccco1	-1	2	-1	5	5
38	CC(=O)N1CCN(c2ccccc2NC(=O)COc2ccccc2C)CC1	-2	4	-3	-1	-2
39	CCOC(=O)c1sc(NC(=O)CC2OC(=O)c3ccccc32)nc1C (stereo not drawn)	-1	-4	-7	1	0
40	COc1cc(-c2noc(C)c2C#Cc2ccccn2)cc(OC)c1OC	3	-12	1	-4	-1

entry	Tb MetRS inh	SUMO1 PPI mod	Rpn11 inh	PABP1 MLLE inh	LMPTP block
31	-0.3	-2	i	0	-0.1
32	-1.9	1	x	x	-0.3
33	-0.2	3	i	17	1.4
34	-0.3	4	i	-9	0.7
35	-0.8	5	i	0	-0.5
36	-1.9	2	+	-4	4.9
37	-0.9	2	i	-5	0.3
38	-0.8	4	i	7	1.1
39	-0.3	-1	i	5	-6.7
40	-0.3	7	i	-3	0.6

# (listing goes on)
entry	SMILES	STEP inh	NadD inh	Scp-1 inhibitor	DNMT1 inh	CSN inh
41	CCN1C(=O)CSC1=Nc1cccc(C(=O)O)c1	1	6	-6	3	2
42	COc1ccccc1N1CCN(S(=O)(=O)c2ccc([N+](=O)[O-])cc2)CC1	1	2	x	0	5
43	C=CCn1c(-c2ccc(Cl)cc2)cnc1SC(C)C(N)=O (stereo not drawn)	1	-3	-1	-1	-2
44	CN(C(=O)c1cccc(NC(=O)Cc2cccc(NC(=O)C3CCCN(C(=O)C4CCCCC4)C3)c2)c1)C1CC1 (stereo not drawn)	-2	-4	0	-2	1
45	Cn1c(C(=O)NCC2CCCO2)cc2oc3ccccc3c21 (stereo not drawn)	6	-6	-3	0	4
46	O=C(CCNC(=O)N1CC(=O)Nc2ccccc21)NCc1cccc(C(F)(F)F)c1	-1	-9	x	3	-1
47	O=C(CSc1nc2ccccc2o1)N1CCN(C(=O)c2ccco2)CC1	1	5	26	3	-3
48	CCOc1ccc2nc(N(CCN(C)C)C(=O)c3ccc4c(c3)CCCC4)sc2c1	3	1	7	-2	-2
49	CC(C)OC(=O)NCCOC(=O)Nc1ccccc1Cl	-1	-5	-4	-6	-4
50	Cc1ccc(C)c(NC(=O)CN(C)C(=O)Cc2ccccc2)c1	-4	1	-1	-1	-3
51	CCOc1ccc(NC(=O)c2sc(NC(C)=O)c(C(=O)OC)c2C)cc1	5	-6	-10	-6	-4
52	CC(=O)N1CCN(c2ccc(Oc3nnnn3-c3ccccc3)cc2)CC1	2	1	-2	1	0

entry	Tb MetRS inh	SUMO1 PPI mod	Rpn11 inh	PABP1 MLLE inh	LMPTP block
41	-1.6	0	i	6	-1.0
42	0.5	-23	i	-6	-0.7
43	-0.6	-3	i	-130	0.1
44	0.0	1	i	14	-0.6
45	0.1	4	i	19	0.3
46	0.1	1	i	-6	-1.5
47	-1.7	0	i	26	0.1
48	-0.7	6	i	-8	0.5
49	-0.6	3	i	1	-1.0
50	0.4	-4	i	9	-0.6
51	0.2	5	i	-4	-0.8
52	0.6	-2	i	-3	-0.4
